Source: PubChem BioAssay (several laboratories)
STEP block – STEP phosphatase inhibitors, primary screen, biochemical, fluorescence intensity, uHTS | Tyrosine-protein phosphatase non-receptor type 5 (Homo sapiens), P54829 | recombinant STEP, OMFP fluorogenic substrate | inhibition, % at 20 µM | 0.25% of 360,000 active;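 active = inhibition at 20 µM, scaled per plate between control wells, above about 37%, limit read from the data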;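 note: 0% = DMSO with enzyme and substrate and 100% = substrate only without enzyme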
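Test system: STEP tyrosine phosphatase / Reagent: OMFP at 25 µM / Doses: 20 µM, 1% DMSO / Read-out: percent inhibition scaled to no-enzyme and uninhibited-enzyme controls, plate-pattern corrected / Detection: FITC-channel fluorescence of OMFP product / Medium: Bis-Tris buffer pH 6.0, 2.5 mM DTT, 0.005% Tween 20 / Schedule: 20 min at room temperature, dark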
Scp-1 inhibitor – Scp-1 phosphatase inhibitors, primary screen, biochemical, colorimetric, uHTS; 0.88% of 340,000 active; AID 493091, 2011; Carboxy-terminal domain RNA polymerase II polypeptide A small phosphatase 1 (Homo …; Recombinant Scp1, phosphopeptide, malachite green phosphate absorbance; inhibition, % at 20 µM;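 active = inhibition above about 50% at 20 µM, limit read from the data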;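 note: plate controls were DMSO wells with enzyme for no effect and wells lacking enzyme for full effect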
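System: SCP-1 catalytic domain; Reagent: Phospho 17-mer peptide substrate; Doses: one concentration, 20 µM, with 1.0% DMSO; Incubation: 45 min room-temperature reaction, 5 min colour, 30 min stabiliser; Signal: Phosphate-binding colour reagent, absorbance read at 630 nm.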
SUMO1 PPI mod – modulators of SUMO1 protein-protein interactions, primary screen, biochemical, uHTS. Small ubiquitin-related modifier 1 (Homo sapiens), P63165. SUMO1 binding to a labelled peptide, TR-FRET, 1 h. inhibition, % at 20 µM. 0.33% of 360,000 active. AID 602429, 2012; in the data active = inhibition above about 37%
Target sequence (P63165 whole entry, looked up): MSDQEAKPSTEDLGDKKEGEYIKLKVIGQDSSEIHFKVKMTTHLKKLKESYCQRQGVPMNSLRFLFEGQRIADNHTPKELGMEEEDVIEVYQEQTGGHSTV
Rpn11 inh – Rpn11 (PSMD14) deubiquitinase inhibitors, primary screen, biochemical, fluorescence polarization, uHTS | 26S proteasome non-ATPase regulatory subunit 14 (Homo sapiens), O00487 | human 26S proteasome, Ub4-pepOG fluorescence polarization; 20S core pre-blocked with epoxomicin | 0.59% of 360,000 active | calls only at 20 µM;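 active = inhibition at 20 µM, scaled to each plate's controls, above about 33%, limit read from the data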
Rin1-Abl PPI inh – inhibitors of Rin1-Abl protein binding, primary screen, biochemical, TR-FRET; Tyrosine-protein kinase ABL1 (Homo sapiens) + Ras and Rab interactor 1 (Homo sapiens), …; inhibition, % at 7.35 µM; 0.4% of 360,000 active; AID 588664, 2011; in the data active = inhibition above about 5%, passing the limit was not always enough
DNMT1 inh – human DNMT1 methyltransferase inhibitors, primary screen, biochemical, molecular beacon, fluorescence, HinP1I cleavage, uHTS. AID 588458, 2011. 0.83% of 360,000 active. inhibition (reported as % activation of signal), % at 10 µM. DNA (cytosine-5)-methyltransferase 1 (Homo sapiens), P26358; in the data active = inhibition above about 50%
NadD inh – inhibitors of S. aureus NadD, primary screen, biochemical, colorimetric, uHTS. inhibition, % at 20 µM. Nicotinate-nucleotide adenylyltransferase NadD (Staphylococcus aureus N315). purified NadD enzyme, colorimetric absorbance read-out. 0.78% of 360,000 active. AID 602399, 2012; in the data active = inhibition above about 26%; note: some compounds past the cut are filed as inactive
CSN deneddyl inh – inhibitors of CSN-mediated cullin deneddylation, primary screen, biochemical, fluorescence polarization, uHTS; Purified CSN, SCF-Nedd8-OG deneddylation; inhibition, % at 12.5 µM; 0.38% of 360,000 active; AID 651999, 2013;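 active = pattern-corrected inhibition above about 35%, with an unprinted fluorescence ratio check between 0.5 and 1.5, limit read from the data, passing the limit was not always enough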;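 note: 0% = enzyme with substrate and 100% = substrate without enzyme; some results filed as inactive read as strong as hits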
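Material: purified human Csn5 enzyme expressed in HEK293T cells / Medium: Tris buffer pH 7.5, NaCl, DTT, Tween-20, trehalose, ovalbumin / Compound dosing: 12.5 µM single point / Schedule: 90 min incubation of compound, enzyme and substrate at room temperature / Signal: fluorescence polarization of the substrate / Control set: no-enzyme wells high, enzyme-with-substrate wells low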
Neddyl block – inhibitors of cullin neddylation, primary screen, biochemical, TR-FRET, uHTS, NAE and Ubc12 | calls only at 25 µM | NEDD8-conjugating enzyme Ubc12 (Homo sapiens) + NEDD8-activating enzyme E1 regulatory … | 0.58% of 360,000 active; in the data active = inhibition above about 36%
Target sequence (P61081 whole entry, looked up): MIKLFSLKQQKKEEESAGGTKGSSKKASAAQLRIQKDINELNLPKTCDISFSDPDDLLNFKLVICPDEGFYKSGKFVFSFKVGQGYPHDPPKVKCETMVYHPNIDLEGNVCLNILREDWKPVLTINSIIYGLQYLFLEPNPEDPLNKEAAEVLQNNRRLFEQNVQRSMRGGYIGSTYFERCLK
Target sequence (Q13564 whole entry, looked up): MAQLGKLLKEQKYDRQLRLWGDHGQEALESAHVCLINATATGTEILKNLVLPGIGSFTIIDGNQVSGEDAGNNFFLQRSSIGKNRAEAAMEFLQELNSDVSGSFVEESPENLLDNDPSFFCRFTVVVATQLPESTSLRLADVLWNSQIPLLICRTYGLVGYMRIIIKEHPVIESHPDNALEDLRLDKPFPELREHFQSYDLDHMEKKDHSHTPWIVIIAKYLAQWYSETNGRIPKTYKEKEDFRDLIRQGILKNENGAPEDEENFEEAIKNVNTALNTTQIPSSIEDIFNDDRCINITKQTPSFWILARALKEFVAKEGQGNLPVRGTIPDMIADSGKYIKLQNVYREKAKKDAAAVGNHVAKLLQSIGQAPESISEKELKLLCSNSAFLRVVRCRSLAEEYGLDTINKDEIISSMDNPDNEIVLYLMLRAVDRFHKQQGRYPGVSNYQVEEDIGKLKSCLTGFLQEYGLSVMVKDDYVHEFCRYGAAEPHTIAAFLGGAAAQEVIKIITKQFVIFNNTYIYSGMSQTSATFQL
LMPTP inh – LMPTP phosphatase inhibitors, primary screen, biochemical, fluorescence intensity, uHTS; Low molecular weight phosphotyrosine protein phosphatase (Homo sapiens), P24666; 0.22% of 360,000 active; inhibition, % at 20 µM; recombinant LMPTP-A, OMFP fluorogenic substrate;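 active = compounds that cut the enzyme signal by at least half of the control window in the single-dose screen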;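 note: plate controls were DMSO wells with enzyme plus substrate for no effect and substrate without enzyme for full effect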
Target sequence (P24666 whole entry, looked up): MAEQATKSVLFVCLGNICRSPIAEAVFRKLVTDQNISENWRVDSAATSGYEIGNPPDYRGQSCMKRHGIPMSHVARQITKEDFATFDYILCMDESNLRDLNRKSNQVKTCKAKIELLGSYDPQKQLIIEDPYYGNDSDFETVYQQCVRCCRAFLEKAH
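Test system: LMPTP-A phosphatase enzyme; input: 0.625 nM LMPTP-A final; reagent: OMFP substrate, 400 µM final; compound dosing: 20 µM single dose, 3% DMSO; incubation: 50 min dark incubation at room temperature; measured by: endpoint fluorescence intensity from OMFP dephosphorylation; measure: % inhibition relative to no-enzyme and uninhibited control wells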
* = called active by the depositor; i = inactive; . = no result given.

SMILES	STEP block	Scp-1 inhibitor	SUMO1 PPI mod	Rpn11 inh	Rin1-Abl PPI inh	DNMT1 inh	NadD inh	CSN deneddyl inh	Neddyl block	LMPTP inh
COc1cc(C2C=C(c3cccs3)Nc3ncnn32)cc(OC)c1OC (configuration not stated)	-38	-4	-29	i	-11	32	-1	-80	i	-1.6
CN1C(=S)SC2CS(=O)(=O)CC21 (configuration not stated)	0	-1	5	i	-1	-1	2	5	i	-2.7
COc1ccc(NCC(=O)Nc2cc(S(=O)(=O)N3CCOCC3)ccc2N2CCOCC2)c(OC)c1	2	-13	2	i	-1	-1	-1	0	i	-0.9
O=C(CSc1nccc(=O)[nH]1)NCc1ccc(Cl)cc1	0	2	-1	i	0	17	5	9	i	1.7
O=C1CN(C(=O)CNC(=O)c2ccccc2Cl)c2ccccc2N1	-3	-9	-1	i	0	0	0	1	i	-0.7
CC(C)(C)NC(=O)CN(C(=O)CCC(=O)Nc1nccs1)c1ccc(F)cc1	-2	-5	8	i	0	4	0	4	i	0.1
COc1ccc(-n2nc(C(=O)NCC(=O)NCCCN3CCN(C)CC3)c3ccccc3c2=O)cc1OC	1	-3	-12	i	-2	-1	0	14	i	-8.1
COc1ccc(CCNC(=O)CCn2cccc2)cc1OC	-2	-5	-2	i	1	-1	-2	4	i	-2.3
Cc1ccc2c(c1)-c1nc3ccccc3cc1C2=NC1CCCCC1	-2	-9	-18	i	-4	8	-5	-2	i	2.8
Cc1ccc(CNCc2cc(Cl)ccc2O)cc1	4	-6	-2	i	2	0	-2	1	i	-1.5
Cc1c(NC(=S)NC(=O)C(c2ccccc2)c2ccccc2)cccc1C(=O)O	-2	-12	2	i	1	-2	-4	3	i	-1.7
COCCNCCCOc1ccc(Cl)cc1Br	0	-1	-2	i	2	1	-2	-2	i	-1.8
CCn1nnnc1SCC(=O)c1ccc(NC(C)=O)cc1	0	-7	-2	i	1	3	-6	4	i	-0.5
Cc1cc(NC(=O)CSc2ccc3nnc(-c4cccc(F)c4)n3n2)no1	0	1	-7	i	-2	10	3	0	.	1.0
O=C(Nc1nnc(-c2ccccc2)s1)c1cc(S(=O)(=O)N2CCOCC2)c(Cl)cc1Cl	-4	-11	22	i	-2	-2	15	-3	i	0.2
O=C(Nc1cccc(NS(=O)(=O)c2ccc(S(=O)(=O)NC3CC3)cc2)c1)c1ccccn1	-1	-5	6	i	-2	-4	-5	-2	i	-0.3
CN1CCC(=O)N(CCSc2ccc(Br)cc2)CC1	1	9	-1	i	5	6	0	1	i	-2.8
COc1ccccc1Cc1c(C2CCCCC2)nc2c3ccccc3ccn12	.	.	-2	.	.	.	19	-1	i	5.1
O=C(Cn1nnc(-c2ccccc2)n1)NC1CCS(=O)(=O)C1 (configuration not stated)	-1	-5	3	i	-2	1	-2	-5	i	-1.0
CC(C)C(=O)N1CCN(c2ccccc2NC(=S)NC(=O)Cc2ccccc2)CC1	2	-9	-17	i	0	-4	-9	7	i	3.2
CN1C[C@@H]2[C@@H]3C(=O)N(Cc4ccccc4)C(=O)[C@@H]3[C@](C)(C1=O)N2C(=O)c1ccccc1	0	0	4	i	-1	-1	-2	-2	i	0.1
CCOC(=O)C(=O)Cc1cccnn1	3	75*	43*	i	1	66*	10	17	i	5.9
CCOc1ccc(NC(=O)CN(C)CC(=O)Nc2ccc(F)c(F)c2F)cc1OCC	-2	-3	0	i	-1	3	-5	-15	i	-1.3
CC(C(=O)N1CCc2ccccc21)N(C)CC(=O)Nc1cccc(F)c1 (configuration not stated)	-5	-5	5	i	2	-2	5	1	i	0.3
CC(C(=O)N1CCCC1)N1CCN(c2ccccc2O)CC1 (configuration not stated)	-4	-6	0	i	0	-1	-2	-1	i	0.9
COC(=O)c1ccc(-n2c(C)cc(C(=O)CCl)c2C)cc1	0	-7	2	i	-3	16	6	12	i	-0.6
CCC(C)(C)NC(=O)C(c1ccc(OC)cc1)N(C(=O)CCC(=O)Nc1cc(C)on1)C(C)(C)C (configuration not stated)	0	-10	-1	i	1	0	-1	-2	i	-0.6
Cc1ccc(N2C(=O)N3[C@H](c4ccc(Br)cc4)[C@@H]4C(=O)N(C(C)(C)C)C(=O)[C@@H]4[C@]3(C)C2=O)cc1	-2	-14	2	i	3	-6	-2	3	i	0.8
Cc1ccc(NC(=O)CSc2nc3ccccc3c(=O)[nH]2)cc1[N+](=O)[O-]	-1	-5	-23	i	0	-1	2	-1	i	2.4
COc1ccc(C(=O)NC2=NCCS2)cc1S(=O)(=O)N1CCCCC1C (configuration not stated)	-1	-3	3	i	2	-2	-2	-3	i	-0.4
O=S(=O)(Nc1nnc(C2CCCCC2)s1)c1ccc(F)cc1	2	-10	7	i	1	3	-4	-1	i	-1.4
O=c1c2ccccc2nnn1COc1ccc(Cl)cc1Br	-1	2	-2	i	0	0	0	-1	i	-0.6
COc1ccc(NC(=O)Cn2c(CCC(=O)O)ccc2-c2ccccc2)cc1	2	-5	1	i	3	-1	4	3	i	6.6
O=C(NCCCn1ccnc1)c1ccc(-c2cccc(Cl)c2Cl)o1	4	-3	-35	i	-3	-1	-1	-1	i	-3.2
CC(C)=CCN1CCN(Cc2ccoc2)CC1CCO (configuration not stated)	-3	2	0	i	3	-3	-5	-10	i	-0.5
O=C(c1ccoc1)N1CCCC(Nc2ccc(F)c(F)c2)C1 (configuration not stated)	0	-9	-1	i	2	0	-8	2	i	0.5
Cc1cccc(CS(=O)(=O)c2ncc(Cl)c(C(=O)NCc3ccccc3)n2)c1	-2	-11	0	i	1	2	-1	4	i	-1.5
CCN(CC)CCN(C(=O)c1ccc2c(c1)OCCO2)c1nc2cc(C)cc(C)c2s1	2	1	-3	i	4	-2	2	-3	i	-1.0
CC(Oc1ccc(Br)cc1)C(=O)N(C)CC(=O)Nc1ccc(N2CCOCC2)cc1 (configuration not stated)	-6	-6	-111	i	-4	-13	6	-1	i	-10
Cc1ccccc1C(=O)NNC(=O)CSc1nc2ccccc2c(=O)[nH]1	1	-12	-3	i	-1	1	-9	7	i	-1.4

Arranged by molar mass (rising): part of the list above
SMILES	STEP block	Scp-1 inhibitor	SUMO1 PPI mod	Rpn11 inh	Rin1-Abl PPI inh	DNMT1 inh	NadD inh	CSN deneddyl inh	Neddyl block	LMPTP inh
CCOC(=O)C(=O)Cc1cccnn1	3	75*	43*	i	1	66*	10	17	i	5.9
CCn1nnnc1SCC(=O)c1ccc(NC(C)=O)cc1	0	-7	-2	i	1	3	-6	4	i	-0.5
O=C(Cn1nnc(-c2ccccc2)n1)NC1CCS(=O)(=O)C1 (configuration not stated)	-1	-5	3	i	-2	1	-2	-5	i	-1.0
COCCNCCCOc1ccc(Cl)cc1Br	0	-1	-2	i	2	1	-2	-2	i	-1.8
CN1CCC(=O)N(CCSc2ccc(Br)cc2)CC1	1	9	-1	i	5	6	0	1	i	-2.8
O=C(NCCCn1ccnc1)c1ccc(-c2cccc(Cl)c2Cl)o1	4	-3	-35	i	-3	-1	-1	-1	i	-3.2
COc1ccc(C(=O)NC2=NCCS2)cc1S(=O)(=O)N1CCCCC1C (configuration not stated)	-1	-3	3	i	2	-2	-2	-3	i	-0.4
CC(C)(C)NC(=O)CN(C(=O)CCC(=O)Nc1nccs1)c1ccc(F)cc1	-2	-5	8	i	0	4	0	4	i	0.1
Cc1cccc(CS(=O)(=O)c2ncc(Cl)c(C(=O)NCc3ccccc3)n2)c1	-2	-11	0	i	1	2	-1	4	i	-1.5
CCC(C)(C)NC(=O)C(c1ccc(OC)cc1)N(C(=O)CCC(=O)Nc1cc(C)on1)C(C)(C)C (configuration not stated)	0	-10	-1	i	1	0	-1	-2	i	-0.6

Additional structures follow:
SMILES	STEP block	Scp-1 inhibitor	SUMO1 PPI mod	Rpn11 inh	Rin1-Abl PPI inh	DNMT1 inh	NadD inh	CSN deneddyl inh	Neddyl block	LMPTP inh
O=C(O)COc1ccccc1/C=N/NC(=O)CSc1nc2ccccc2n1Cc1ccc(Cl)cc1	2	1	-3	i	-1	-2	20	2	i	0.7
CCCCn1c(=N)n(CC(O)COc2ccccc2)c2ccccc21 (configuration not stated)	3	-5	1	i	0	6	-6	-9	i	-0.6
CN(C(=O)c1ccccc1-c1ccccc1C(=O)O)c1ccccc1	-4	11	0	i	1	-1	2	1	i	-0.5
COC(=O)c1c(C)n(-c2ccc(C)cc2)c2ccc(O)cc12	-2	-8	1	i	0	0	-4	1	i	2.6
COc1cccc(-c2nnc3n2N=C(C(C)(C)C)CS3)c1	-5	-2	-3	i	-1	2	9	-3	i	-2.2
O=C(Nn1cnnc1)C1Cc2ccccc2CN1S(=O)(=O)c1ccc(F)cc1 (configuration not stated)	-2	-2	2	i	-4	-5	11	-6	i	-1.3
O=C(COc1ccc2c(-c3ccccc3)cc(=O)oc2c1)NC(Cc1c[nH]c2ccccc12)C(=O)O (configuration not stated)	3	-5	-4	i	4	1	5	3	i	-0.4
COCCNc1nc2cc(-c3cccc(Cl)c3)sc2c(=O)n1C	-2	.	-21	i	-8	-4	-1	0	i	4.0
CCC1CCCCN1CCCNC(=O)c1c(O)nc2cc(C)ccn2c1=O (configuration not stated)	-1	8	0	i	-4	2	-2	-3	i	1.0
